Source: PubChem BioAssay (several laboratories)
hcDAF12 agonist: activates DAF-12 receptor from parasite H. contortus; HEK293 hcDAF-12 lit1-tk-luc reporter, luminescence; 0% DMSO, 100% Δ7-dafachronic acid; activation, % at 6.8 µM; actives 1.4% (n = 370,000); AID 652067;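 active = activation above the mean of all tested compounds plus 3 SD, cut at about 5.5% in these data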;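 also: 100% = response to 3 µM Δ7-dafachronic acid high control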
DAX1 inh-1: DAX1 (NR0B1) inhibition, primary screen. AID 652010. actives 1.1% (n = 370,000). HEK293T StAR-luciferase reporter, SF-1/DAX-1 repression relief. inhibition, % at 6.8 µM;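 active = inhibition above the mean over all tested compounds plus 3 SD, cut at about 3.6% in these data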;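 also: 0% = DAX-1 cells with DMSO and 100% = cells lacking DAX-1 with DMSO; higher inhibition means more luminescence from relief of DAX-1 repression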
PLC-beta3 inh: blocks human PLC-beta3 enzyme activity | Purified PLC-beta3, fluorogenic substrate, fluorescence | inhibition, % at 12.2 µM | actives 0.18% (n = 370,000) | AID 720704; in the data active = inhibition above about 11%;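 also: 0% = median of compound wells on plate and 100% = full blocker control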
ssDAF12 agonist: activates DAF-12 receptor from parasite S. stercoralis | HEK293 ssDAF-12/GRIP1 lit1-tk-luc reporter, luminescence; % of 3 µM dafachronic acid response | actives 1% (n = 370,000) | activation, % at 6.8 µM;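 active = activation above the mean over all tested compounds plus 3 SD, cut at about 0.9% in these data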;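 also: 0% = DMSO-only wells and 100% = 3 µM delta7-dafachronic acid wells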
sPLA2-III inh: Blocks human group III sPLA2 activity | Q9NZ20 | QFRET BODIPY PC-A2 liposome hydrolysis, fluorescence | inhibition, % at 12.2 µM | actives 0.56% (n = 370,000) | AID 743126;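 active = inhibition above mean plus 3 SD of compounds lying within the high and low control bounds, cut at about 19% in these data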;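 also: 0% = median of test compound wells and 100% = no enzyme DMSO wells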
FXN GAA850 act: increases GAA850 frataxin promoter reporter activity. HEK293 lucGAA850 FXN promoter luciferase reporter, 24 h; percent of 10 µM SAHA response. activation, % at 6 µM. actives 0.56% (n = 360,000);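 active = activation above the average of all compounds screened plus 3 SD, cutoff fixed separately per campaign, cut at about 7.5% in these data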;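 also: 0% = DMSO wells and 100% = 10 µM SAHA wells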
NR1D1 modulator: modulators of human Rev-erb alpha DNA binding; P20393; Rev-erbα–FITC-DNA binding, fluorescence polarization, 90 min; actives 0.79% (n = 370,000); AID 1259318; activity, % at 10 µM;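 active = activity above about 14%, limit read from the data; passing the limit was not always enough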;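 also: 0% = DMSO wells with 35 nM protein and 100% = DMSO wells with 750 nM protein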
Target sequence (P20393 whole entry, looked up): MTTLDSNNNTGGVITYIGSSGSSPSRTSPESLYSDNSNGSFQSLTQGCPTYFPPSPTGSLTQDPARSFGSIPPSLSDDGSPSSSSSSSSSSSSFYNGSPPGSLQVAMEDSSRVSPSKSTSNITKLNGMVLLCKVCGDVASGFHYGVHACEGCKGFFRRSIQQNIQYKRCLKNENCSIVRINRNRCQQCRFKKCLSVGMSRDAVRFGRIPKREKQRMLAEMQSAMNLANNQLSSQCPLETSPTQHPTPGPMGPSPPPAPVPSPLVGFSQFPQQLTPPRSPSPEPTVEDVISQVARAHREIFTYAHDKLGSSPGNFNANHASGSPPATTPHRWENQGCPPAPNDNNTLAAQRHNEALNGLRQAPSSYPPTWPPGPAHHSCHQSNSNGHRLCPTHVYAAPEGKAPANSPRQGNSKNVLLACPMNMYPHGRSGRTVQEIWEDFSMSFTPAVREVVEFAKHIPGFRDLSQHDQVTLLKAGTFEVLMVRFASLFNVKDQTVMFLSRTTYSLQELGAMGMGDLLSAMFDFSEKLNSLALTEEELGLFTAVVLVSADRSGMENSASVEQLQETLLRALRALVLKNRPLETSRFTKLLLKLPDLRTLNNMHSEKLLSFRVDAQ
DAX1 inh-2: inhibitors of human orphan nuclear receptor DAX1 (NR0B1). P51843. HEK293 Gal4-DAX1 luciferase reporter, luminescence. inhibition, % at 6.75 µM. actives 0.99% (n = 340,000). AID 504766;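 active = inhibition above the mean over all tested compounds plus 3 SD, cut at about 4.2% in these data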;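 also: 0% = DAX1-transfected cells with DMSO and 100% = empty-vector control cells with DMSO; inhibition shows as a rise in luminescence from relieved DAX1 repression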
Target sequence (P51843 207-470 limits assumed): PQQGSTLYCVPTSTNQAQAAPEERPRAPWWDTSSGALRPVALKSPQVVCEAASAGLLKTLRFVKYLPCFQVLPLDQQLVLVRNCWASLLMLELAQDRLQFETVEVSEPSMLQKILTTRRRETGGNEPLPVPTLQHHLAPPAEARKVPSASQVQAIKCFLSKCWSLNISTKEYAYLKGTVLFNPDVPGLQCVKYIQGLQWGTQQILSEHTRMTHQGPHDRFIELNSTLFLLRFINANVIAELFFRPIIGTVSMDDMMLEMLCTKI
SMARCA2 activ: activators of SMARCA2 function; MG213 cells, MMTV-luciferase reporter, dexamethasone, overnight; activation, % at 9.1 µM; actives 1% (n = 370,000); AID 652017; in the data active = activation above about 7.8%;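 also: 0% = vehicle wells and 100% = reference activator wells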
hgDAF-12 ag: activates the H. glycines DAF-12 receptor ligand-binding domain | actives 1.8% (n = 370,000) | AID 687014 | activation, % at 6.8 µM | HEK293 GAL4-hgDAF12 UAS-luciferase reporter, agonist luminescence; normalized to butyrate control;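 active = activation above a cutoff set at the mean of all screened compounds plus 3 SD, cut at about 10% in these data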;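 also: 0% = DMSO wells and 100% = sodium butyrate wells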
PG9 Ab binder: PG9 antibody binding by small molecule; actives 0.43% (n = 360,000); TR-FRET gp120-PG9 antibody binding; inhibition, % at 6.7 µM; in the data active = inhibition above about 8.5%
Numbers without * were called inactive; / = no result given.

SMILES | hcDAF12 agonist | DAX1 inh-1 | PLC-beta3 inh | ssDAF12 agonist | sPLA2-III inh | FXN GAA850 act | NR1D1 modulator | DAX1 inh-2 | SMARCA2 activ | hgDAF-12 ag | PG9 Ab binder
Cc1ccc(C2OC(=O)C=C2c2ccccc2)cc1 (configuration not stated) | -1.6 | -0.4 | -2 | -1.4 | -1 | -1.6 | -2 | -0.8 | 0 | 1.2 | -1.6
Cc1ccc(-n2c(Cc3ccccc3)n[nH]c2=S)cc1 | -0.8 | -1.3 | 3 | -1.6 | 13 | 0.4 | 0 | 1.4 | 1 | -2.9 | 1.9
Cc1ccc(S(=O)(=O)NC2CCCCCC2)cc1 | 0.6 | -0.9 | 2 | -1.2 | -5 | 2.5 | 0 | -0.8 | 3 | -1.0 | -0.5
Cc1ccc(-c2nn3c(C)nnc3s2)cc1NC(=O)c1ccco1 | 0.8 | -2.4 | 1 | -0.7 | -3 | 14* | 0 | 1.3 | 0 | 2.8 | -0.1
CCOC(=O)c1ccc(Nc2c(OCC)c(=O)c2=O)cc1 | 0.2 | 0.0 | -18 | -1.6 | -10 | 1.0 | 3 | -0.7 | 0 | -1.2 | -1.0
Cc1ccccc1Cn1cc(CN2[C@H](C)COc3cc(Br)ccc3S2(=O)=O)nn1 | -2.2 | 0.8 | 1 | -1.2 | -10 | / | 0 | / | 0 | -0.5 | /
O=C(Nc1ccc(Cl)cc1F)c1ccc(-n2cncn2)cc1 | -0.2 | -0.1 | -5 | -1.1 | 1 | -1.0 | 7 | -0.3 | 0 | 3.0 | 7.1
O=C(Oc1ccc(C(=S)N2CCOCC2)cc1)c1ccccc1F | 1.0 | -0.3 | -1 | -1.0 | 0 | -1.9 | 1 | 0.5 | -3 | 1.8 | 0.2
O=C(CSc1ncccn1)NNC(=O)c1ccccc1 | 0.8 | -0.9 | -5 | -1.1 | -2 | 2.4 | -3 | -0.4 | 1 | -1.5 | 0.4
Cc1oc2c(O)c(O)ccc2c(=O)c1-c1ccccc1 | -0.7 | 0.5 | -4 | -1.5 | 5 | 1.5 | -6 | 0.2 | 4 | -0.2 | -0.9

In the list so far, two contain fluorine:
SMILES | hcDAF12 agonist | DAX1 inh-1 | PLC-beta3 inh | ssDAF12 agonist | sPLA2-III inh | FXN GAA850 act | NR1D1 modulator | DAX1 inh-2 | SMARCA2 activ | hgDAF-12 ag | PG9 Ab binder
O=C(Nc1ccc(Cl)cc1F)c1ccc(-n2cncn2)cc1 | -0.2 | -0.1 | -5 | -1.1 | 1 | -1.0 | 7 | -0.3 | 0 | 3.0 | 7.1
O=C(Oc1ccc(C(=S)N2CCOCC2)cc1)c1ccccc1F | 1.0 | -0.3 | -1 | -1.0 | 0 | -1.9 | 1 | 0.5 | -3 | 1.8 | 0.2

New compounds follow
SMILES | hcDAF12 agonist | DAX1 inh-1 | PLC-beta3 inh | ssDAF12 agonist | sPLA2-III inh | FXN GAA850 act | NR1D1 modulator | DAX1 inh-2 | SMARCA2 activ | hgDAF-12 ag | PG9 Ab binder
Cc1cc(C)nc(NC(=O)c2ccc(Cl)c([N+](=O)[O-])c2)n1 | -0.8 | -0.1 | -4 | -1.9 | 2 | 0.0 | 5 | -0.3 | 1 | 2.5 | -1.6
Cc1ccc(OCC(=O)NNC(=S)NC(=O)c2ccc(Br)o2)c(C)c1 | 0.1 | 1.2 | -6 | -1.3 | -2 | 0.1 | 3 | 0.6 | -1 | 1.5 | 0.7
COc1nc(OCC#N)nc(N2CCCCC2)n1 | -1.3 | 1.1 | -4 | -1.3 | -2 | 2.4 | 4 | 0.4 | -2 | -4.0 | -0.7
Cc1ccc(-n2c(=O)cc(N3CCN(Cc4ccccc4)CC3)[nH]c2=O)cc1 | -1.3 | 0.1 | -7 | -1.1 | 11 | -1.0 | -5 | 2.0 | -3 | 1.8 | -1.3
O=C(Nc1cccc(S(=O)(=O)c2cccc(NC(=O)C3CC3)c2)c1)C1CC1 | -4.2 | -0.9 | -3 | -2.3 | -13 | -0.5 | 0 | -2.5 | -5 | -4.8 | 0.5
CC(C)CN1C(=O)CSCC1(C)C(=O)NCc1ccccc1 (configuration not stated) | 1.2 | 0.7 | 3 | -1.1 | 1 | / | -2 | / | 1 | -3.1 | -0.2
CCOc1ccc(C(Nc2ccc(C)cc2)P2(=O)OCCCO2)cc1 (configuration not stated) | -2.0 | 0.0 | -2 | -1.0 | -2 | 0.1 | -1 | -1.6 | 2 | 3.3 | 2.5
O=C(N1CCCC1)C(F)(F)Oc1ccc(F)cc1 | 0.8 | 0.5 | -2 | -0.6 | 4 | 1.0 | 5 | -0.5 | 0 | 4.5 | -2.0
CCOC(=O)c1c(C)[nH]c(C(=O)COC(=O)C2=NNC(=O)CC2)c1C | -0.4 | -0.5 | 3 | -1.0 | 0 | 3.0 | 3 | -0.2 | 4 | -0.5 | -1.7
O=C(c1ccccc1Cl)N1CCSCCS1(=O)=O | 0.2 | -0.2 | -1 | -1.8 | 15 | / | 8 | / | -5 | -4.5 | -1.3
O=C(NC1C(=O)NNC1c1ccccc1)c1ccc(F)cc1 (configuration not stated) | -0.3 | 0.7 | -1 | -0.7 | -3 | 0.0 | -4 | 0.7 | 0 | -2.5 | 1.2
CN1C(=O)c2cc(NC(=O)C3CCCCC3)ccc2OC[C@H]2O[C@@H](CC(=O)NC3CCCC3)CC[C@H]21 | -1.8 | -1.5 | 1 | -1.3 | 1 | / | -7 | / | -4 | -1.4 | /
CCOC(=O)c1cnc2c(OC)cccc2c1Oc1ccccc1 | 0.4 | 0.3 | -92 | -0.7 | 10 | 3.2 | 5 | -0.8 | -2 | 0.5 | -1.1
Cc1nnc(SCC(=O)Nc2sc3c(c2C#N)CCCC3)[nH]c1=O | 0.7 | -0.2 | -13 | -0.9 | 3 | 0.0 | -7 | 1.0 | 0 | 1.0 | 1.5
CN(C)Cc1ccccc1Sc1ccc(O)cc1O | -0.4 | 0.5 | 9 | -1.4 | -6 | 3.6 | 5 | -1.3 | -3 | -1.1 | -2.0
O=C(NNc1nc(=O)c2cccnc2s1)c1ccccc1O | 0.9 | -0.1 | 1 | -1.2 | 3 | -0.2 | 3 | -0.1 | -4 | 0.7 | -1.1
CCCc1cc2c(=O)c(-c3nc4ccccc4s3)c(COCC(=O)O)oc2cc1O | 6.8* | 0.8 | -127 | 0.9* | -7 | 7.0 | 30* | 1.3 | 8 | 8.7 | -0.5
Cc1ccc(C)c(C(C)NC(=O)CC#N)c1 (configuration not stated) | -1.9 | -0.4 | -2 | -1.8 | -23 | 1.1 | -1 | -0.7 | 0 | 1.5 | 1.1
S=C1NC2=C(CCC/C2=C\c2ccccc2)C(c2ccccc2)N1 (configuration not stated) | 0.4 | 0.4 | -1 | -0.8 | -1 | 1.0 | -10 | -1.6 | -2 | -0.3 | -1.2
CCCc1c(-c2ccc(F)cc2F)ncn1Cc1ccccc1OC | -2.4 | 0.4 | 2 | -1.6 | 1 | / | 8 | / | -6 | 1.3 | -0.7
CC(C)c1ccc(NC(=S)N2CCN(S(=O)(=O)c3ccccc3)CC2)cc1 | -2.0 | 0.6 | -5 | -1.4 | 7 | -1.1 | 5 | 0.1 | 1 | -1.1 | -3.5
CCOc1ccc(CCN2C(=S)N([C@@H](CC(C)C)CN3CCC[C@@H]3CN3C(=S)NC[C@@H]3CC(C)C)C[C@@H]2CC(C)C)cc1 | -1.4 | 0.4 | 0 | 0.0 | -2 | / | -4 | / | 3 | 5.7 | 1.2
CCCCN(C)CCNC(=O)CN1C(=O)CSc2ccc(S(=O)(=O)N3CCCC3)cc21 | -0.2 | 7.2* | -2 | -0.7 | 2 | 1.2 | 0 | 1.0 | 1 | 1.8 | -3.7
O=C(COC(=O)c1ccc(Cl)nc1)c1ccc2c(c1)OCCO2 | 0.2 | 0.9 | -8 | -1.7 | 0 | 2.6 | -3 | 4.0 | 10* | 5.4 | 0.2
Cn1c(CSc2ncccn2)nnc1SCC(=O)N1CCCCCC1 | 0.1 | -0.6 | -4 | -1.5 | 2 | 1.3 | -3 | 2.1 | 1 | 0.3 | -0.7
O=C(Cn1ccc([N+](=O)[O-])n1)NCc1ccccc1 | -0.3 | -0.1 | 2 | -1.1 | 0 | 1.0 | 2 | 1.9 | 1 | -1.8 | -2.8
CC(=O)N1CCc2cc(N=NC3=C(O)CCCC3=O)ccc21 | 3.5 | 1.6 | -8 | -0.6 | 5 | 2.1 | 5 | 4.0 | 2 | 15* | -8.4
Cc1cc(=O)n(CC(C)O)c(O)c1C#N (configuration not stated) | 1.0 | -0.3 | -19 | -0.7 | -2 | -1.3 | -2 | 2.3 | 1 | -1.1 | -1.2
COc1cc(C2CC(=O)Oc3c(C(CCN4CCN(c5ccccc5)CC4)c4ccc(N(C)C)cc4)c(OC)cc(OC)c32)cc(OC)c1OC (configuration not stated) | -2.3 | 0.2 | 1 | -1.3 | -1 | 1.6 | 3 | 1.3 | -1 | 0.5 | -2.0
COc1ccc(C(=O)COC(=O)C(O)c2ccccc2)c(OC)c1 (configuration not stated) | 0.3 | 3.8* | -4 | -0.6 | 6 | 2.6 | 7 | 1.2 | 5 | 11* | -2.1
Clc1ccc(Cn2cc(/C=N/n3cnnc3)c3ccccc32)cc1 | -0.4 | -0.4 | -2 | -1.2 | -4 | 1.2 | 5 | -0.9 | 1 | -1.0 | 0.4
CC(NC(=S)Nc1ccc(OC(F)F)cc1)c1ccc(F)cc1 (configuration not stated) | -1.8 | -1.1 | 3 | -1.6 | -16 | -0.2 | -6 | 0.2 | -3 | -5.8 | -2.4
CNc1cncc(-c2cc(OC)ccc2OC)n1 | -1.7 | 0.8 | -33 | -0.9 | 5 | 2.5 | 1 | / | 0 | -1.2 | -2.3
CN(CC(=O)Nc1ccccc1F)S(=O)(=O)c1ccc2c(c1)n(C)c(=O)c(=O)n2C | -0.3 | -0.2 | -10 | -1.0 | 0 | -2.2 | 0 | -1.6 | -2 | -1.5 | -0.2
Cc1ccc(/C=C/C(=O)Nc2cc(S(=O)(=O)N3CCCCCC3)ccc2OCC(F)(F)F)o1 | -1.6 | 0.7 | -73 | -0.9 | -25 | 0.7 | -7 | -2.4 | -5 | 0.0 | -2.1
O=C(NCc1ccccc1)c1ccc(Br)cc1Br | -0.4 | -0.4 | 4 | -1.7 | 8 | 0.1 | -4 | 0.0 | -5 | 2.6 | -0.4
CC1=CC(C)(C)N2C(=O)C3(SCC(=O)N3c3ccc(F)cc3)c3cc(C)cc1c32 (configuration not stated) | -2.2 | -1.4 | -1 | -2.4 | 2 | -2.6 | 6 | -0.1 | -1 | -3.3 | -2.2
CCCOc1ccc(C(=O)NCCC(=O)NCCCC(=O)O)cc1 | -1.6 | 0.1 | -6 | 0.1 | -1 | 0.8 | 4 | 3.3 | 0 | 3.6 | 0.5
CC(=O)Nc1ccc(NC(=O)CSc2nccn2Cc2ccco2)cc1 | -2.2 | -0.3 | -11 | 0.7 | 1 | -0.2 | -3 | -0.1 | 1 | 6.5 | 0.6
COc1ccc(C(=O)c2coc3c2C(=O)C(=O)c2ccccc2-3)cc1 | 3.7 | 0.7 | -5 | -0.6 | -2 | -3.4 | 0 | 0.3 | 0 | 3.0 | -5.1
CC1(C(=O)NCc2ccc(Cl)cc2)CCN1C(=O)Cc1cccc2ccccc12 (configuration not stated) | -2.4 | -1.4 | -2 | -2.2 | -6 | 2.2 | 0 | / | -3 | -3.2 | -0.3
